Screening results (PubChem)
KOR beta-arrestin-1 – KOR antagonists, beta-arrestin recruitment, cell-based, luminescence, uHTS (AID 1778) | KOR beta-arrestin recruitment, luminescence, antagonist mode; higher % means a stronger effect | one-dose inhibition, % at 10 µM; IC50 in µM for titrated hits | hit rate 0.091% among 290,000; further: strong numbers were not always called active
HEK293 NOD2/NF-kB – NOD2 signaling inhibitors, cell-based, luminescence, uHTS, HEK293 (AID 1566); one-dose inhibition, % at 4 µM; EC50 in µM for titrated hits; HEK293 NOD2/NF-kB luciferase reporter, luminescence; higher % means a stronger effect; hit rate 0.63% among 290,000; further: many of its hits are not listed in these tables
Myeloid diff MLP – promotes myeloid progenitor differentiation; ER-HoxA9 myeloid progenitors, lysozyme-GFP differentiation, flow cytometry; calls only at 10 µM; hit rate 1% among 360,000;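 active means normalized GFP-positive differentiation at or above the plate's own cutoff, the solvent-only control mean plus 3 SD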;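 further: cells exposed to compound for four days before flow analysis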
GPR55 LPI antagonism – GPR55 antagonists blocking LPI-driven arrestin recruitment, primary screen, imaging, U2OS, beta-arrestin-GFP, LPI agonist (AID 2013); U2OS GPR55 beta-arrestin-GFP translocation imaging, LPI antagonism; higher % means a stronger effect; one-dose inhibition, % at 10 µM; IC50 in µM for titrated hits; hit rate 0.13% among 290,000;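 active means spots per cell inhibited over 60%, with over 100 cells counted and total cytoplasm intensity under 500,000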;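 further: U2OS cells stably carrying GPR55 and arrestin-GFP stimulated by 5 µM LPI near EC80; imaged beta-arrestin-GFP aggregate spots per cell after agonist stimulation; plate controls were LPI-stimulated DMSO wells for no effect and DMSO wells without LPI for full effect; some results filed as inactive read as strong as hits; confirmed hits need IC50 under 10 µM and bright autofluorescent wells are also inconclusive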
GPR35 antagonists – GPR35 antagonists blocking zaprinast-driven arrestin recruitment, primary screen, imaging, U2OS, beta-arrestin-GFP, zaprinast agonist (AID 2058); inhibition, % at 10 µM, or IC50 in µM where a hit was titrated; hit rate 0.052% among 290,000; U2OS GPR35 beta-arrestin-GFP translocation imaging, zaprinast antagonism; higher % means a stronger effect;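 active means inhibition of at least 50% with at least 30 cells and total cytoplasm GFP at most 10,000,000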
NOD1 inhibition – inhibition of NOD1-driven NF-kB reporter – cell-based, luminescence, uHTS, primary screen (AID 1578) | one-dose inhibition, % at 4 µM; EC50 in µM for titrated hits | hit rate 1% among 290,000 | NOD1-driven NF-kB luciferase reporter cells, luminescence; higher % means a stronger effect; in the data active means inhibition mostly above about 36%, no sharp cut-off; inactive means mostly below about 34%;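 further: HEK-293T reporter cells stimulated with the NOD1 agonist gamma-tri-DAP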
GPR55 beta-arrestin – selective activators of receptor GPR55 – imaging, U2OS cells, beta-arrestin-GFP redistribution, primary screen (AID 1961) | U2OS GPR55 beta-arrestin-GFP redistribution imaging; higher % means a stronger effect | hit rate 0.048% among 290,000 | one-dose activation, % at 10 µM; EC50 in µM for titrated hits;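 active means activation above 40% with more than 50 cells counted in the well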;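 further: U2OS osteosarcoma cells stably expressing GPR55 and beta-arrestin-GFP; plate controls were DMSO negative control for no effect and LPI positive control for full effect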
KOR beta-arrestin-2 – KOR agonists, beta-arrestin recruitment, primary screen, cell-based, luminescence, uHTS (AID 1777); KOR beta-arrestin recruitment, luminescence; higher % means a stronger effect; activation, % at 10 µM, or EC50 in µM where a hit was titrated; hit rate 0.02% among 280,000; in the data active means activation above about 50%, passing the limit was not always enough; further: a part of the inactive calls stands beside numbers as strong as those of hits
HIV peptide binding – cell-free HIV fusion peptide-binding blockers – biochemical, uHTS, fluorescence dequenching, primary screen (AID 1986) | cell-free peptide binding, fluorescence dequenching, 30 min; higher % means a stronger effect | inhibition, % at 20 µM, or IC50 in µM where a hit was titrated | hit rate 0.3% among 290,000; in the data active means inhibition mostly above about 52%, no sharp cut-off; inactive means mostly below about 76%; further: some results filed as inactive read as strong as hits
Myeloid diff MLP GFP+ MAC1+ % – also measured in Myeloid diff MLP; calls as there; GFP+ MAC1+ double positive, %; measured here: differentiation confirmed by MAC1 staining
* hit, by the source's call; i = inactive; x = no result given; + = active, no number; [ ] = remark or other dose. Unless noted, no stated cut-off is given here; in the data, active means inhibition above about 50%; inactive means the rest.

item	mol	KOR beta-arrestin-1	HEK293 NOD2/NF-kB	Myeloid diff MLP	Myeloid diff MLP GFP+ MAC1+ %	GPR55 LPI antagonism	GPR35 antagonists	NOD1 inhibition	GPR55 beta-arrestin	KOR beta-arrestin-2	HIV peptide binding
1	Cc1ccc(S(=O)(=O)Cc2ccc(C(=O)N3CCC4(CC3)OCCO4)o2)cc1	5%	7%	i	0.8	-3%	8%	4%	-0.1%	-2.3%	2.9%
2	Cc1ccc(S(=O)(=O)N2CN3CCN(C3)C2)cc1	4%	8%	i	0.3	9%	2%	3%	0.6%	1.7%	-0.8%
3	Fc1ccccc1CCNCc1cccc(Cl)c1Cl	-11%	-3%	i	1.0	11%	6%	-6%	0.5%	6.6%	-1.8%
4	Cc1ccc(NC(=O)[C@@H](NC(=O)N2C[C@H]3C[C@@H](C2)c2cccc(=O)n2C3)C(C)C)cc1	-13%[20 µM]	0%	i	2.9	-2%	12%	-9%	0.2%	-1.5%	1.9%
5	COc1cc(/C=N/NC(=O)CN2CC(c3ccccc3)CC2=O)ccc1OC(=O)N(C)C (stereo not given)	-19%	7%	i	0.8	21%	-10%	0%	-0.3%	-1.1%	-0.7%
6	O=c1[nH]c(=O)n(CCc2ccccc2)c(O)c1C=NC1CC1	-11%	15%	i	0.6	10%	8%	4%	1.0%	-1.4%	1.8%
7	CC(Cc1ccccc1)N1Cc2ccccc2C1 (stereo not given)	-18%	-9%	i	0.2	-1%	5%	4%	-0.1%	-1.8%	-0.9%
8	O=C1NC(=O)C(CCc2ccncc2)(CCc2ccncc2)C(=O)N1C1CCCCC1	-12%[20 µM]	-4%	i	0.5	-2%	17%	-37%	-0.1%	x	0.8%
9	Oc1c(Br)cc(Br)cc1CN1CCN(Cc2ccccc2)CC1	-16%	1%	i	2.0	4%	1%	-3%	0.0%	-0.4%	-1.9%
10	CCOc1cc2c(cc1OCC)-n1cccc1C(c1ccc(OC(F)F)cc1)NC2 (stereo not given)	14%	3%	i	0.6	4%	1%	-14%	-0.3%	4.4%	-1.8%
11	O=C(Nc1ccc2ccccc2c1)c1nn(C23CC4CC(CC(C4)C2)C3)cc1Br	18%	6%	i	0.3	0%	13%	13%	-0.1%	-3.1%	3.6%
12	CCOP(=O)(OCC)C(O)c1ccccc1 (stereo not given)	26%	10%	i	0.3	-3%	0%	-10%	0.0%	-2.4%	0.3%
13	Clc1ccc(Cn2ccnc2)cn1	-5%	20%	i	0.5	9%	-2%	-16%	0.1%	-5.8%	-0.5%
14	Cc1ccsc1C(=O)C1CCCN(Cc2cc3ccccc3o2)C1 (stereo not given)	3%	-14%	i	0.2	-3%	-3%	76%*	0.2%	x	-1.1%
15	c1ccc(C2CC3CC(c4ccco4)N2O3)cc1 (stereo not given)	20%	10%	i	0.9	16%	4%	-5%	-0.2%	-1.5%	2.3%
16	O=C(c1ccccc1)c1cn(CC(=O)N2CCCc3ccccc32)c2ccccc12	-13%	22%	i	0.6	7%	-18%	11%	-0.1%	-4.3%	-1.5%
17	COc1ccccc1C(=O)Nc1ccc2c(c1)CC1(C(=O)N(C)C(=O)N(C)C1=O)C1CCCN21 (stereo not given)	9%	24%	i	0.8	11%	-8%	-5%	-0.1%	-0.7%	0.5%
18	Cc1cccc(C(=O)Nc2ccc(Cl)cc2C(=O)c2ccccc2)c1	-13%	13%	i	1.2	22%	-3%	9%	0.1%	9.3%	-2.5%
19	Cc1ccccc1S(=O)(=O)Cc1ccc(C(=O)N2CCN(c3cccc(C)c3C)CC2)o1	-64%	11µM*	x	x	-9%	-5%	5.3µM*	-0.2%	0.4%	-2.0%
20	CCOC(=O)N(CC)c1ccc(C(O)(C(=O)OCC)C(F)(F)F)cc1 (stereo not given)	27%	8%	i	0.9	-6%	1%	-13%	0.7%	2.3%	0.1%
21	O=C(c1ccc(-c2ccccc2)cc1)C1CCCN(Cc2ccn[nH]2)C1 (stereo not given)	-52%[20 µM]	14%	i	0.1	12%	5%	-15%	-0.1%	x	1.1%
22	Cc1cc(C)cc(-n2c(C)cc(/C=C3\C(=O)NC(=O)N(C)C3=O)c2C)c1	7%	11%	i	0.7	9%	-9%	-8%	0.2%	4.3%	13%
23	CN(C)C(=O)CSc1nnc([C@@H](N)Cc2ccccc2)o1	-16%	5%	i	1.3	2%	15%	11%	0.3%	5.5%	2.3%
24	O=c1cccc2n1CC1CC2CN(c2ncnc3c2cnn3-c2ccc(Cl)cc2)C1 (stereo not given)	-6%	18%	i	0.2	-5%	-19%	-64%	-0.1%	2.1%	1.7%
25	CS(=O)(=O)N1CCN(C(=N)N[N+](=O)[O-])CC1	-24%	-10%	i	0.3	-1%	7%	-12%	-0.5%	-2.7%	-0.2%
26	C#CCN1CCN(c2cccc(C(F)(F)F)c2)CC1	-56%	-6%	i	0.3	1%	-18%	-26%	0.5%	3.8%	-0.9%
27	Cc1nn(Cc2ccccc2)c(C)c1C(=O)O	-6%[20 µM]	1%	i	0.7	7%	-1%	-22%	0.3%	-10%	-2.0%
28	CCOC(=O)C1CCN(Cc2ccc(Cl)nc2)CC1	-46%	-8%	i	0.5	0%	-15%	-4%	-0.1%	0.8%	-0.9%
29	ClC1=CCC2CN(CCN3CCCCC3)CC2C1 (stereo not given)	-3%	-24%	i	1.1	-5%	0%	14%	-0.2%	5.4%	-2.3%
30	Cc1ccc(/C=C2\C(=O)NC(=S)N(c3ccc(F)cc3)C2=O)s1	24%	-22%	i	0.9	24%	10%	26%	0.1%	-2.4%	36%

Values by screen from the entries so far.
GPR55 beta-arrestin for nos. 16–26: -0.1%, -0.1%, 0.1%, -0.2%, 0.7%, -0.1%, 0.2%, 0.3%, -0.1%, -0.5%, 0.5%
GPR35 antagonists for nos. 16–26: -18%, -8%, -3%, -5%, 1%, 5%, -9%, 15%, -19%, 7%, -18%
Myeloid diff MLP for nos. 16–26: i, i, i, x, i, i, i, i, i, i, i

Remaining list, next part.
item	mol	KOR beta-arrestin-1	HEK293 NOD2/NF-kB	Myeloid diff MLP	Myeloid diff MLP GFP+ MAC1+ %	GPR55 LPI antagonism	GPR35 antagonists	NOD1 inhibition	GPR55 beta-arrestin	KOR beta-arrestin-2	HIV peptide binding
31	Cc1cc(/C=C2\C(=O)NC(=O)N(Cc3ccccc3)C2=O)c(C)n1C1CC1	-5%	12%	i	0.2	0%	-7%	-37%	0.1%	-11%	114%
32	CCN(CC)C(=O)c1ccc(NC(=O)c2cccc(C(F)(F)F)c2)cc1	-12%	4%	i	0.2	3%	0%	-26%	0.1%	-0.5%	-1.0%
33	Cc1ccc(-n2c(O)c(C=N)c(=O)n(-c3ccc(C)cc3)c2=O)cc1	12%	10%	i	0.7	8%	-2%	4%	-0.1%	-1.9%	-1.8%
34	Clc1cccc(C2NCc3ccccc3-n3cccc32)c1 (stereo not given)	x	-12%	i	0.5	16%	4%	3%	-0.1%	4.8%	-1.8%
35	CCC1(C)CN(S(=O)(=O)OCC(Cl)(Cl)Cl)C(=O)N1 (stereo not given)	-15%[20 µM]	2%	i	0.7	-3%	1%	-5%	0.4%	-5.5%	0.8%
36	Cc1nn(Cc2ccccc2)c(C)c1C(=O)OCC(=O)NCc1ccco1	21%	12%	i	0.7	-10%	-1%	-15%	-0.1%	-8.6%	38%
37	Nc1ccc(S(=O)(=O)N2CCCCC2c2cccnc2)cc1 (stereo not given)	-9%	12%	i	0.9	8%	2%	2%	-0.1%	-2.4%	-3.8%
38	Cn1c(O)c(/C=C2/C=CC=N2)c(=O)[nH]c1=O	7%	2%	i	0.0	12%	-1%	-10%	0.2%	2.0%	-1.9%
39	O=C1C2CCCN2C(c2ccccc2)N1c1ccccn1 (stereo not given)	10%	8%	i	0.7	23%	-2%	-12%	0.0%	-1.1%	7.3%
40	S=C1NCCN1	-12%	7%	i	1.9	5%	8%	-17%	-0.2%	-2.0%	-2.3%
41	Cn1cccc1CNCCc1ccccc1	11%	4%	x	x	15%	12%	0%	-0.1%	3.1%	1.1%
42	COc1ccc(CNCCc2ccc3c(c2)OCO3)cc1Br	-18%	-22%	i	0.7	5%	-9%	4%	0.0%	2.4%	0.0%
43	CC(C)CC1C(C#N)=C(N)Oc2c1c(=O)oc1ccccc21 (stereo not given)	-16%	4%	i	1.1	2%	-7%	6%	0.3%	-2.6%	9.1%
44	CCOC(=O)c1nc2ccccc2c(=O)n1-c1ccc(C)cc1	-15%	18%	i	0.5	13%	-3%	0%	0.0%	0.7%	0.5%
45	CC(=O)OC1C2CCC1C(N1CCCC1)CC2 (stereo not given)	3%	13%	i	0.6	1%	-3%	3%	-0.1%	-6.5%	-1.4%
46	CN1CCCC(C(O)(c2ccccc2)c2ccccc2)C1 (stereo not given)	-22%	-18%	i	0.2	5%	2%	6%	-0.1%	-1.1%	1.6%
47	COc1ccc(NC(=O)N2CCC3(CC2)OCCO3)cc1	0%[20 µM]	-13%	i	0.6	-8%	-23%	-32%	-0.1%	-5.1%	-1.2%
48	CCOc1ccccc1Oc1coc2cc(OC(=O)N(C)C)ccc2c1=O	-15%	7%	i	0.9	-2%	-13%	0%	0.0%	4.4%	-1.7%
49	N#Cc1cc2c(nc1SCC(=O)Nc1cc(Cl)ccc1Cl)C1CCN2CC1	26%	17%	i	1.0	14%	-4%	-17%	-0.2%	-3.1%	-0.7%
50	CCN1CCN(C(=O)COc2ccc(S(=O)(=O)Nc3ccc(Cl)cc3)cc2)CC1	-8%	18%	i	1.9	13%	-2%	-20%	-0.1%	0.3%	-1.0%
51	O=c1[nH]c(=O)n(Cc2ccco2)c(O)c1C=NCCN1CCOCC1	-19%	-7%	i	0.3	0%	-2%	-8%	-0.1%	-4.0%	1.7%
52	CCN(CC)C(=O)COc1cc(C)cc2oc(=O)c3c(c12)CCCC3	3%[20 µM]	19%	i	0.5	-10%	-24%	-22%	-0.1%	0.8%	-0.1%
53	CCOP(=S)(OCC)c1ccc(N(C)C)cc1	-31%	-3%	+	19*	3%	-1%	-25%	-0.1%	1.3%	0.4%
54	N#Cc1ccc(NC(=O)CN2C(=O)NC3(CCCC3)C2=O)cc1Cl	-4%	-6%	i	0.3	-7%	6%	-22%	-0.2%	2.0%	0.2%

A portion of the library (hit frequency here may not be typical).
